IL2 activator: qHTS of IL-2 Activators | IL-2 activation reporter assay, cell-based qHTS; stimulated with anti-CD3/CD4/CD28 beads; in transgenic mouse T cells | activation, % (series mostly up to about 46 µM) | 360,000 tested, 0.065% active | AID 652025, 2013; in the data active means activation above about 50%; inconclusive means mostly about 30% to 49%; further: 0% is about no effect
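Unstimulated transgenic mouse T cells, 750 per well, received compound and, after 60 minutes, anti-CD3/anti-CD4 bead plus anti-CD28 stimulation. EGFP and DsRed were quantified after 18 hours.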
PTHR1 agonist: qHTS for PTHR1 Agonists: Primary Screen | Parathyroid hormone/parathyroid hormone-related peptide receptor (Homo sapiens), Q03431 | HEK293 GP2 PTHR1 cells, GloSensor cAMP luminescence, 1 h | Potency, µM (highest dose often 115 µM), for the others: top-dose activation, actives largely listed as activators | 410,000 tested, 0.075% active | AID 743266, 2014; further: potency means the concentration at half of the fitted maximal effect; nearly all actives have a fitted effect of over 55% in size; some results filed as inactive show a strong effect at the top dose; inactives centre near -15; many of its hits are not listed in these tables
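HEK-293-derived GP2 cells expressing PTHR1 and a GloSensor cAMP reporter, 3,000/well, plated overnight, given luciferin plus IBMX (each 0.5 mM as added) for 1 h at 37 °C, then compound for 1 h at 37 °C. Luminescence was read after 15 min at room temperature.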
EPAC1 agonist: qHTS for Agonist of cAMP-regulated guanine nucleotide exchange factor 3 (EPAC1): primary screen. Rap guanine nucleotide exchange factor 3 (Homo sapiens), O95398. 360,000 tested, 0.073% active. EPAC1 agonist qHTS, biochemical assay; response scale: 100% = response to 6.5 mM cAMP. AID 720707, 2013. Potency, µM (top dose mostly 154 µM), for inactives: top-dose activation, actives largely listed as activators; further: potency means the concentration at half of the fitted maximal effect; nearly all actives have a fitted effect of over 60% in size
Target sequence (O95398 whole entry, looked up): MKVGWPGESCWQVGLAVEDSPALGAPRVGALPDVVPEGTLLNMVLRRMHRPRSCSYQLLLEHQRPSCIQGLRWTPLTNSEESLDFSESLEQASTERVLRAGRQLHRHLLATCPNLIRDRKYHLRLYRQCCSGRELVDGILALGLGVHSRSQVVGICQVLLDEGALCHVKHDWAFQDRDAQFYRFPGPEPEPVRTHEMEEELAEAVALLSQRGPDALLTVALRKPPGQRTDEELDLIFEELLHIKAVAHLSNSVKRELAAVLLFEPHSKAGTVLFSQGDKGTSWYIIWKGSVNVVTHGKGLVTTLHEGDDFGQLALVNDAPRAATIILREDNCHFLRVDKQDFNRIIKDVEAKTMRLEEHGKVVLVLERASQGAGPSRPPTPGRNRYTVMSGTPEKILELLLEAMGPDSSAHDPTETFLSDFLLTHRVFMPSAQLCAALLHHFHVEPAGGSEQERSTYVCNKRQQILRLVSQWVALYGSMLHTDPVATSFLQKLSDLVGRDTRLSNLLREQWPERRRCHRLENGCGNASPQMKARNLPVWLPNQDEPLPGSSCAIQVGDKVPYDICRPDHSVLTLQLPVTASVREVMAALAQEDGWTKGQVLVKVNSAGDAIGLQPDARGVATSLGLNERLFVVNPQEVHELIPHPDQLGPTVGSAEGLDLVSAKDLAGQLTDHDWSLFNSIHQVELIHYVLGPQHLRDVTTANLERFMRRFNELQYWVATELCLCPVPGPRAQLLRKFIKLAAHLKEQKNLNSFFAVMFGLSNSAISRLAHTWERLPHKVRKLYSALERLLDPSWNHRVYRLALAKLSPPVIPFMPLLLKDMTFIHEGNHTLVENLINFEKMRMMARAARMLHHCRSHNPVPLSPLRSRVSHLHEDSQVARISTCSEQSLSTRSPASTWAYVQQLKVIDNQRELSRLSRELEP
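Normalized to 6.5 mM cAMP, activity reflects EPAC1-catalysed release of BODIPY-GDP from Rap1B, followed kinetically over 30 min at 480 nm excitation, 540 nm emission. Reaction contained 100 nM EPAC1, 250 nM Rap1B-BODIPY-GDP, 50 uM GDP.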
GLP1R cytotox: qHTS of GLP-1 Receptor Inverse Agonists: Cytotox Screen. 410,000 tested, 0.13% active. AID 624418, 2012. HEK293 cAMP-luciferase reporter cells, luminescence, 24 h. Potency, µM (highest dose often 38.3 µM), without a hit: at the top dose activity change, negative = inhibition, actives largely listed as inhibitors;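 further: loss of luciferase light is scored as toxicity; potency means the concentration at half of the fitted maximal effect; on the % scale 0 is the no-effect control and ±100 the full control effect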
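A 23 nL compound transfer followed 12 hours of cell culture at 37 deg C; exposure then lasted 24 hr. Luciferase assay detection reagent was dispensed and plates read for luminescence after a 12 min room-temperature wait.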
GLP1R inv ag: qHTS of GLP-1 Receptor Inverse Agonists (Inhibition Mode); Glucagon-like peptide 1 receptor (Homo sapiens), P43220; HEK293 GLP-1R CRE-luciferase, luminescence, 24 h; GLP-1R form is constitutively active; Potency, µM (doses to about 38.3 µM), inactives show top-dose activity change, negative = inhibition, most hits filed as inhibitors; 410,000 tested, 1.6% active; further: potency means the concentration at half of the fitted maximal effect; on the % scale 0 is the no-effect control and ±100 the full control effect; nearly all actives have a fitted effect of over 55% in size
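Stable HEK293 clone (constitutively active GLP-1R + cAMP-response luciferase); 200 cells/uL plated, 12 h pre-culture, compound 24 hr, 37 deg C/5% CO2; detection reagent 12 min RT; luminescence.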
PLK1 PBD block: qHTS for Inhibitors of PLK1-PDB (polo-like kinase 1 - polo-box domain): Primary Screen; Plk1 PBD binding of FITC phosphopeptide, fluorescence polarization; Potency, µM, without a hit: max response, negative = inhibition, hits mostly inhibitors; 360,000 tested, 2.8% active; AID 720504, 2013; further: potency means the concentration at half of the fitted maximal effect; series mostly up to about 57 µM; on the % scale 0 is the no-effect control and ±100 the full control effect; nearly all actives have a fitted effect of over 65% in size
PI5P4K alpha inh: qHTS for Inhibitors of phosphatidylinositol 5-phosphate 4-kinase (PI5P4K); 330,000 tested, 1.2% active; AID 652105, 2013; PI5P4Kalpha enzyme, ADP-Glo luminescence, 60 min; stronger effect = lower value; max response, %; Phosphatidylinositol 5-phosphate 4-kinase type-2 alpha (Homo sapiens), P48426; active means max response of -50% or lower; inconclusive means between -30% and -50%; inactive means -30% or higher; further: value at the top dose of about 77 µM; on the % scale 0 is the no-effect control and ±100 the full control effect
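Enzyme plus substrate dispensed, test compounds pinned in, then ATP (5 microM final) added. After 60 min at RT, ADP-Glo reagent 1 for 45 min and reagent 2 for 30 min preceded luminescence imaging.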
GLP-1R agonist: qHTS of GLP-1 Receptor Agonists; Glucagon-like peptide 1 receptor (Homo sapiens), P43220; HEK293 GLP-1R CRE-luciferase, luminescence, 4-6 h; cells express a hypersensitive GLP-1R form; Potency, µM (top dose mostly 45.6 µM), for the others: at the highest dose activation, most hits filed as activators; 380,000 tested, 0.007% active; further: potency means the concentration at half of the fitted maximal effect; % of control where 0% means no effect
EPAC1 antag: qHTS for Antagonist of cAMP-regulated guanine nucleotide exchange factor 3 (EPAC1): primary screen; Rap guanine nucleotide exchange factor 3 (Homo sapiens), O95398; EPAC1 GEF assay, Rap1b-BODIPY-GDP exchange fluorescence; Potency, µM (highest dose often 115 µM), inactives show at the highest dose activity change, negative = inhibition, hits mostly inhibitors; 360,000 tested, 0.14% active; AID 720709, 2013;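 further: potency means the concentration at half of the fitted maximal effect; plate controls were vehicle for no effect and positive control for full effect; nearly all actives have a fitted effect of over 50% in size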
The depositor's hits bear a star; i = inactive; u = inconclusive; x = not tested or not shown; [ ] = remark or other dose. Unless noted, the call rests on the fitted dose curve; in most records, active means well fitted curve in the direction sought with a large enough effect; inconclusive means small, poorly fitted or top-dose-only effect, or another doubt; inactive means no such curve, though single readings can be large; an effect the other way counts as inactive or inconclusive.

Value order: IL2 activator, PTHR1 agonist, EPAC1 agonist, GLP1R cytotox, GLP1R inv ag, PLK1 PBD block, PI5P4K alpha inh, GLP-1R agonist, EPAC1 antag
CC(=O)N1CCc2cc(S(=O)(=O)CCC(=O)NCc3cccs3)ccc21
    -1.5, -11%[57.5 µM], 0%, -5%, 38%[activator], -5%, -5, -4%, -5%
Cc1cc(NCc2ccccc2)c2ccccc2n1
    -0.4, -65%[inhibitor], -4%, -2%, u, 3%, -6, -5%, -11%
Cc1[nH]n(C)c(=O)c1N=Nc1ccc(S(C)(=O)=O)cc1
    0.8, i, -6%, -4%, 36%[activator], 0%, -1, -1%, 2%
CCOC(=O)C(=Cc1c[nH]c2ccc(S(=O)(=O)N(C)C)cc12)C(=O)OCC
    -4.3, -26%, -4%, u, u, -10%, -15, 1%, -29%
COc1ccc(CCNC(=O)c2cc([C@@H](NC(=O)OC(C)(C)C)C(C)C)sc2N)cc1OC
    0.2, -23%, -3%, -7%, 17%, -2%, 0, x, 21%
CCCc1ccc(OC(=O)c2ccc(O)cc2Cl)cc1
    -3.2, -32%[inhibitor], 19%, -21%, u, -12%, 45, 7%, 11%
NC1=NC[C@H](Cc2ccc(O)cc2)N1CC1CCCCC1
    -0.4, i, 9%, -14%, 15%, 1%, 5, 6%, -19%
CCOC(=O)CNC(=O)CSc1nnnn1-c1ccc(C)c(C)c1
    -0.1, 15%[57.5 µM], -3%, -8%, -8%, -6%, 2, 9%, -17%
Cc1cc(NC(=O)COC(=O)c2cccc(S(=O)(=O)N(C)C3CCCCC3)c2)no1
    -0.4, -6%, 11%, 4%, 11%, 2%, 0, 18%, 5%
CCN(CC)c1ccc2oc(=O)c(C)nc2c1
    -1.1, -24%[57.5 µM], 100µM*, -31%, 0%, -22%, x, 1%, 54%[activator]
CC(C)OCCCNc1nc(Cl)nc2c1cnn2C
    3.0, i, 8%, 17%, 23%, -6%, 2, 19%, -12%
COc1ccc(CCNC(=O)C2CCN(S(=O)(=O)c3ccc(SC)cc3)CC2)cc1
    0.6, -21%, -6%, -2%, 0%, 0%, 1, -7%, -15%
O=C(NCCCN1CCOCC1)C(=O)NCc1ccccc1
    -0.2, i, 16%, -3%, 2%, -15%, -2, 0%, -3%
COc1ccc(-c2cc(=O)oc3cc(OCC(=O)NCCCn4ccnc4)ccc23)cc1
    -0.7, -41%[inhibitor], -31%[inhibitor], 1%, 14%, -3%, -6, 15%, -27%
CCNC(=S)Nc1ccc2c(c1)c(=O)n(C)n2CC=C(C)C
    0.0, i, 4%, 4%, 19%, 21µM*, -6, -1%, 4%
CCCNC(=O)CCn1cc(-c2ccc(OC)cc2)nc1-c1ccncc1
    -0.1, 4%, 3%, 3%, 16%, 0%, 3, 3%, 0%
Cc1ccc(-n2nnc3c(=O)n(Cc4cc(C)ccc4C)cnc32)cc1
    -1.3, i, 6%, 0%, 1%, -12%, x, -8%, 10%
COc1cccc(CC(=O)OCC(=O)NC2CCCC2)c1
    -0.4, -14%, 14%, 3%, -4%, -8%, 3, 5%, -8%
CC(=O)Nc1ccc2nc(C)n(Cc3ccc(Cl)cc3)c(=O)c2c1
    -0.3, -20%[57.5 µM], -1%, -6%, 39%[activator], -17%, 3, 13%, -28%
NC(=O)c1ccc(N=Cc2ccc([N+](=O)[O-])s2)cc1
    -0.7, -13%, 9%, u, -15%, u, -28, -4%, 16%

The results go on:
Value order: IL2 activator, PTHR1 agonist, EPAC1 agonist, GLP1R cytotox, GLP1R inv ag, PLK1 PBD block, PI5P4K alpha inh, GLP-1R agonist, EPAC1 antag
O=C(CN1C(=O)NC2(CCOc3ccccc32)C1=O)c1ccc(F)c(F)c1 (stereo not drawn)
    -0.3, i, 0%, 0%, -14%, -2%, -6, -7%, -13%
N#CCN1CCC2(O)CCCCC2C1c1ccc2c(c1)OCO2 (stereo not drawn)
    0.0, -1%, 9%, 33%[activator], 12%, -5%, 4, 6%, 15%
CCCCn1c(N)c(N(CC(C)C)C(=O)c2ccc(OCc3c(C)noc3C)cc2)c(=O)[nH]c1=O
    -2.5, i, -6%, 3%, 23%, -6%, 11, -14%, 1%
CC(C)C(=O)NC(=S)Nc1ccc(S(=O)(=O)N(C)C)cc1
    -0.9, -5%, 3%, 0%, 2%, -14%, -8, 1%, -7%
O=C(CN(c1cc(C(F)(F)F)ccc1Cl)S(=O)(=O)c1ccccc1)NCCc1ccccc1
    x, i, x, 5%, u, x, x, -13%, x
CCc1ccc(NC(=O)CSc2nc(N)c(NC(=O)c3ccc(F)c(F)c3)c(=O)[nH]2)cc1
    -3.9, -8%, -4%, 1%, -8%, -2%, -8, -5%, -1%
CN1/C(=C\C(=O)Nc2cccnc2)c2ccccc2CC1(C)C
    -2.9, i, -2%, -7%, 12%, -4%, 2, -3%, -1%
CC(Oc1cccc(F)c1)c1ccnc2nc(/N=C/N(C)C)nn12 (stereo not drawn)
    -1.2, -15%, -9%, 1%, 9%, 21µM*, -2, 3%, -14%
O=C(CSc1nnc(-c2ccccn2)o1)Nc1ccccc1F
    1.4, -50%, 1%, 8%, u, -3%, -7, 2%, 2%
O=C(NNS(=O)(=O)c1ccc(F)cc1)c1ccc(O)cc1
    1.6, i, 8%, 0%, -8%, -3%, 3, 2%, -3%
CCC(C)NC(=O)C1CCN(S(=O)(=O)N2CCC3(CC2)OCCO3)CC1 (stereo not drawn)
    -0.4, i, 2%, 8%, 2%, u, -2, 0%, 1%
O=C(Nc1cccc(N2C(=O)C3C4C=CC(C4)C3C2=O)c1)c1cccs1 (stereo not drawn)
    -0.1, -17%, -6%, -22%, -3%, -7%, -1, 8%, -8%
O=C(NCCN1CCC(n2c(=O)[nH]c3ccccc32)CC1)c1ccc(F)c(C(F)(F)F)c1
    -0.6, -23%, -11%, 1%, u, 1%, -5, -5%, -10%
COc1cc(/C=C/C(=O)OCC(=O)NCCc2ccc(F)cc2)ccc1OC(F)F
    -3.4, i, -7%, 6%, 10%, 1%, 11, 3%, -13%
NC1=NC(=O)NC1(c1ccccc1)c1ccccc1
    -1.1, i, 7%, -1%, 6%, 6%, 2, -6%, -4%
COc1ccccc1NS(=O)(=O)c1cc(C(=O)NCC(c2ccco2)N2CCCCC2)ccc1C (stereo not drawn)
    -4.0, -60%[inhibitor], 7%, -12%, 10µM*, -4%, 4, 10%, -25%
COc1ccccc1C/C(N)=N/OC(=O)COc1ccc2ccccc2c1
    0.0, -2%, 12%, 26%, 0%, -2%, x, 10%, 18%
O=C(c1nc2ccc(Cl)cn2c1CN1CCCC1)N1CCc2ccccc2C1
    -0.8, -11%, 4%, 0%, -27%, -27%, -20, 6%, -6%
Cc1ccc(S(=O)(=O)Nc2c(C)nn(C)c2C)cc1C
    -0.9, -29%, -22%, -2%, -3%, -1%, -4, -2%, -4%
CCOC1=C2CN(S(=O)(=O)c3ccc(C)cc3)C(c3ccccc3)CC2N(S(=O)(=O)c2ccc(C)cc2)C(c2ccc(Br)cc2)C1 (stereo not drawn)
    0.1, -12%, 4%, -1%, 23%, 0%, -2, x, 7%

Remaining list, next part
Value order: IL2 activator, PTHR1 agonist, EPAC1 agonist, GLP1R cytotox, GLP1R inv ag, PLK1 PBD block, PI5P4K alpha inh, GLP-1R agonist, EPAC1 antag
O=C(COc1ccc(Cl)cc1)N1CCCCC1
    -0.4, -25%[57.5 µM], 11%, 9%, 8%, -14%, 3, -3%, -17%
O=C(Nc1cccc2c1CCCC2)c1cc([N+](=O)[O-])ccc1Cl
    -0.1, i, 6%, u, 3.2µM*, -7%, 14, -7%, 3%
Cc1cccc(Cn2c(N(C)Cc3ccccc3)nc3c2c(=O)[nH]c(=O)n3C)c1
    -2.6, -30%[inhibitor], -5%, -1%, -16%, -3%, 9, 16%, -2%
COCCn1c(SCC(=O)NCc2ccc(F)cc2)nc2ccccc21
    -0.5, i, -1%, -8%, -14%, 2%, 9, 7%, 11%
O=C(C[n+]1cc(Br)cc2ccccc21)c1ccc(F)cc1
    -0.7, -8%, 5%, -5%, u, u, -2, -1%, 10%
O=S(=O)(Nc1cccc(S(=O)(=O)N2CCCC2)c1)c1ccccc1F
    -1.9, -5%, 1%, 9%, -6%, 0%, 5, -3%, 8%
Cc1cc(NC(=O)CCC(=O)N(CC(=O)NCC2CCCO2)c2ccc(F)c(Cl)c2)no1 (stereo not drawn)
    0.2, i, -10%, 6%, 18%, -9%, 10, 18%, 2%
Cc1cc(C)c2c(c1)C1(OCCO1)C(=O)N2
    -2.0, i, 7%, 2%, 5%, -1%, 7, 9%, -11%
COc1ccc(Br)c(C(=O)N2CCN(S(=O)(=O)c3cccs3)CC2)c1
    0.5, -6%, 12%, 4%, -13%, 0%, 5, 0%, 11%
Cc1ccccc1S(=O)c1ccccc1C(=O)O (stereo not drawn)
    -0.6, i, 10%, -10%, 5%, u, -1, 2%, 14%
CCCCNC(=O)N(c1c(N)n(Cc2ccccc2)c(=O)[nH]c1=O)C1CCCC1
    -0.6, i, 13%, 12%, 15%, -19%, 2, -2%, -7%
O=C(Nc1ccccc1C(=O)NCC1CCCO1)c1ccccc1F (stereo not drawn)
    2.6, i, -6%, -3%, 8%, -2%, 6, 5%, 0%
Cn1c(=O)cc(OCC(=O)N2CCN(c3ccc(F)cc3)CC2)c2ccccc21
    x, -13%, x, -12%, -21%, x, x, 3%, x
O=C(NCC1CCCO1)c1cc(-c2ccc(F)cc2)no1 (stereo not drawn)
    2.6, 0%, 3%, -13%, 90%[activator], 0%, -2, -7%, 6%

This is a subset; the hit share may differ from the screen's.
